DSG3 Ab inh: inhibitors of pemphigus antibody binding to DSG3, primary screen, biochemical, bead-based, flow cytometry, scFv-GFP; DSG3-coupled beads, scFv-anti-DSG3-GFP binding; hits give low values; binding (percent of control), % at 10 µM; 310,000 compounds, 0.48% hits; AID 588358, 2011;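 active means binding more than 3 SD below its plate's average and above zero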;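 further: hits lower antibody fragment binding to DSG3; some compounds called inactive have numbers as strong as hits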
Target sequence (P32926 whole entry, looked up, the tested form may be a part): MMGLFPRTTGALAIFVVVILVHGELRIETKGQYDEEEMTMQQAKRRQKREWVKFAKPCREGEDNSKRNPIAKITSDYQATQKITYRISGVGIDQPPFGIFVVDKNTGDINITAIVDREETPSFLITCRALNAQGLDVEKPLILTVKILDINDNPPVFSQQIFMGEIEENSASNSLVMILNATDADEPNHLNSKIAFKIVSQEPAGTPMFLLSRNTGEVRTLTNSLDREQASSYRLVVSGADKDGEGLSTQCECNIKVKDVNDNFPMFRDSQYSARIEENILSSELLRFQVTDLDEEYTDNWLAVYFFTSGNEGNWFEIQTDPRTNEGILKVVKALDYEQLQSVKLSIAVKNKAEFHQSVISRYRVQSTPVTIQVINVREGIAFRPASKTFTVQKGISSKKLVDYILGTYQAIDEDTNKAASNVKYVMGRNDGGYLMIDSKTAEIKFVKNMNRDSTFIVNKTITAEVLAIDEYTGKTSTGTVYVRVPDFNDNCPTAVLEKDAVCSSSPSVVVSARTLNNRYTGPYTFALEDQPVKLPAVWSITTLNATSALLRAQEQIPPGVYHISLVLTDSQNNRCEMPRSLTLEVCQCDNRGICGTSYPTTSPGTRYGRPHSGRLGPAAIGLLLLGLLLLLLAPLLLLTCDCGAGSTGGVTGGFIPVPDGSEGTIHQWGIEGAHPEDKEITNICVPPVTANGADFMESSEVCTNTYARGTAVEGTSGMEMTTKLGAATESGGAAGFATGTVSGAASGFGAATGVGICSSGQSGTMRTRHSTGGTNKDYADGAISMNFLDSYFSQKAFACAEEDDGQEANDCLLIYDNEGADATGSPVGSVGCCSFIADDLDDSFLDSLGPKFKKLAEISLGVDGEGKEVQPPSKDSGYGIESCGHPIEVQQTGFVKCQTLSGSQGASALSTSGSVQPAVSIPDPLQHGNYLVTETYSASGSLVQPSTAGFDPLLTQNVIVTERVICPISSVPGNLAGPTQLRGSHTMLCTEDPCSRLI
MOR-DOR ag: agonists of OPRM1-OPRD1 heterodimerization, primary screen, cell-based, luminescence | 340,000 compounds, 0.3% hits | Mu-type opioid receptor (Homo sapiens) + Delta-type opioid receptor (Homo sapiens), … | activation, % at 9.3 µM | cells; in the data active means activation above about 18%;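 further: 0% = vehicle-treated cells and 100% = reference agonist; values of inactives mirror those of a sister screen read the other way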
MOR-DOR inv ag: inverse agonists of MOR-DOR heterodimerization, primary screen, cell-based, luminescence | cell-based MOR-DOR heterodimer luminescence, inverse agonism | inhibition, % at 9.3 µM | 340,000 compounds, 0.21% hits; in the data active means inhibition above about 22%, passing the limit was not always enough;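 further: 0% = cells with DMSO and 100% = wells without cells with DMSO; values of inactives mirror those of a sister screen read the other way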
AddAB inh: growth inhibition of E. coli expressing H. pylori AddAB, primary screen, AddAB inhibitor project, absorbance. inhibition, % at 11.9 µM. 330,000 compounds, 0.29% hits. AID 435030, 2010; in the data active means inhibition above about 12%;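 further: 0% = vehicle wells of infected cells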
Ecoli viability: E. coli V3065 growth inhibition, primary screen, counter-screen for AddAB inhibitor project, absorbance, OD600. 18 h. inhibition, % at 11.9 µM. 330,000 compounds, 0.27% hits. AID 449728, 2010;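 active means inhibition above the campaign's mean inhibition across all tested compounds plus 3 SD, cut at about 9.9% in these data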;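 further: uninfected addAB+ strain grown without phage in ampicillin broth; 0% = DMSO wells and 100% = ciprofloxacin 0.95 µg/ml wells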
PfHsp90 set2: growth inhibition of PfHsp90-expressing yeast, primary screen, antimalarial PfHsp90 inhibitor project, S. cerevisiae, BacTiter-Glo luminescence, single point, set 2 | inhibition, % at 9.4 µM | 310,000 compounds, 0.32% hits | BacTiter-Glo ATP, 48 h; yeast lacking PDR1 and PDR3 efflux regulators;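 active means every replicate shows inhibition above about 80%, whatever the replicate mean, limit read from the data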;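 further: 0% = DMSO neutral controls and 100% = 20 µM radicicol positive controls; yeast relying on Plasmodium falciparum Hsp90 in place of its own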
HTR5A ag: HTR5A agonists in luminescence cell assay, primary screen, counter-screen for OPRM1-OPRD1 heterodimer agonist project, full-deck HTS; 5-hydroxytryptamine receptor 5A (Homo sapiens), P47898; 340,000 compounds, 0.61% hits; cell-based; activation, % at 9.3 µM; in the data active means activation mostly above about 9.5%, no sharp cut-off; inactive means mostly below about 7.6%;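 further: 0% = cells with vehicle only and 100% = reference agonist; strong numbers were not always called active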
phage Ecoli inh: growth loss of phage-infected E. coli, primary screen, RecBCD inhibitor project, absorbance, with phage, HTS; inhibition, % at 11.9 µM; 360,000 compounds, 0.26% hits; AID 651602, 2012; in the data active means inhibition above about 11%
PKA-R1A activ: activators of PKA-R1A holoenzyme, primary screen, biochemical, fluorescence polarization, Cy5-IP20, bovine R1A, mouse PKAc | cAMP-dependent protein kinase type I-alpha regulatory subunit (Bos taurus) + … | PKA-R1A dissociation; scaled: DMSO 0%, 113 µM cGMP 100% | activation, % at 11.4 µM | AID 504707, 2011 | 340,000 compounds, 0.083% hits;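 active means percent activation above the mean of all tested compounds plus 3 SD, cut at about 19% in these data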;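 further: higher means more PKAc released from R1A so a rise in polarization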
Mot1-301 SUMO: yeast Mot1-301 growth rescue at high temperature, primary screen, SUMOylation pathway inhibitor project, S. cerevisiae, ATP luminescence, 38.5C; growth rescue, % at 18.8 µM; AID 2716, 2010; 320,000 compounds, 1% hits; S. cerevisiae Mot1-301 growth rescue; percent above DMSO median, 100 means doubled;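 active means every valid replicate shows activation above 250% relative to neutral control wells; inactive means the rest, any valid replicate at or below 250%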;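 further: OY570 slx delta 5 strain wells were the positive control but not used for scaling; some compounds called inactive have numbers as strong as hits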
HTR5A inv ag: HTR5A inverse agonists in luminescence cell assay, primary screen, counter-screen for OPRM1-OPRD1 heterodimer inverse agonist project, full-deck HTS; inhibition, % at 9.3 µM; 5-hydroxytryptamine receptor 5A (Homo sapiens), P47898; 340,000 compounds, 0.083% hits; HTR5A cell line, inverse agonism; in the data active means inhibition mostly above about 23%, no sharp cut-off; inactive means mostly below about 18%;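 further: 0% = cells with DMSO and 100% = no-cell wells with DMSO; some compounds called inactive have numbers as strong as hits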
Active calls of the source: *; . = no result given.

SMILES	DSG3 Ab inh	MOR-DOR ag	MOR-DOR inv ag	AddAB inh	Ecoli viability	PfHsp90 set2	HTR5A ag	phage Ecoli inh	PKA-R1A activ	Mot1-301 SUMO	HTR5A inv ag
CC(=O)N1CCCc2cc(S(=O)(=O)N3CCN(C4CCCCC4)CC3)ccc21	99.6	-0.5	2.9	1.1	-0.6	-7.7	-0.7	1.6	2.6	30.7	-6.2
CC1=C(C(=O)O)CC(S(=O)(=O)O)C1(C)C (centres undefined)	98.5	-1.9	8.6	.	.	-2.0	1.7	-0.4	3.6	.	-6.6
CC1(C)CC(=O)C2=C(C1)OC(N)=C(C#N)C2c1cn(-c2ccccc2)nc1-c1ccc(F)cc1 (centres undefined)	98.4	0.3	-1.5	0.7	1.6	-7.4	-3.4	2.0	-10.7	-22.4	8.8
O=C(O)C(Cc1c[nH]c2ccccc12)N1C(=O)C2C3c4ccccc4C(c4ccccc43)C2C1=O (centres undefined)	99.6	-1.9	10.3	-0.3	0.7	-17.6	1.2	2.6	-13.2	-7.0	-3.5
COc1ccc(CCN2CCCn3c2nc2c3c(=O)n(C)c(=O)n2C)cc1OC	91.7	-3.2	17.5	.	.	17.0	1.4	-0.1	-0.4	.	-5.5
COc1ccccc1N(C)S(=O)(=O)c1ccc(Cl)c(C(=O)OCc2c(C)noc2C)c1	104.3	-1.8	9.2	7.6	1.4	-10.5	-1.2	4.7	-6.4	238.5	3.1
CC[C@@]1(C(=O)OC)N[C@H](CN(C)C(=O)C2CCCCC2)[C@@H]2C(=O)N(C)C(=O)[C@@H]21	98.5	-3.6	16.7	4.2	-2.9	0.0	-2.9	2.7	-0.2	-3.8	11.1
O=C(O)C[C@H]1c2ccc(C(F)(F)F)cc2S(=O)(=O)N1Cc1ccccc1	104.2	-1.3	7.6	1.8	0.3	20.3	6.6	1.2	-4.6	-1.8	-19.3
Cc1nn(Cc2ccccc2Cl)c(C)c1C(=O)NC1=NCCS1	101.7	-2.0	10.4	0.7	-2.2	12.4	1.8	2.2	9.4	236.6	12.6
O=C(C1CC1)N1CCN(C(c2ccccc2)c2ccccc2)CC1	94.4	-1.8	9.7	0.9	0.7	-2.7	-4.8	1.2	-4.2	-5.1	4.4
Cc1cc(C)cc(NC(=S)N2C3CCCC2CC(NC(=O)C2CC2)C3)c1 (centres undefined)	97.1	1.0	-7.9	2.3	-2.1	11.9	0.9	0.5	-7.5	335.8	-2.6
Cc1ccc(NC(=O)COc2coc(CN3CCc4ccccc4C3)cc2=O)cc1Cl	85.8*	9.7	-47.2	1.6	0.9	12.3	3.5	2.4	-2.2	-1.0	-13.2
CCC(=O)NCc1c(C)c(C)n(Cc2ccccc2)c1-n1cccc1	95.3	-1.0	5.2	-1.9	1.0	-21.7	-0.7	2.7	6.4	-18.8	14.4
CC(C)Oc1ccc(OCCCN2CCCCCC2)cc1	100.5	-3.2	16.8	0.5	-0.8	-3.0	-0.9	0.5	8.4	94.2	13.8
CCOC(=O)N1CCN(C(=O)CN(c2cccc(C(F)(F)F)c2)S(=O)(=O)c2ccccc2)CC1	104.1	4.1	-25.8	1.3	-0.8	5.7	-0.7	-0.8	5.4	14.3	1.9
CCOC(=O)CCNC(=O)N1CCCC(C(=O)c2cc(C)c(OC)c(C)c2)C1 (centres undefined)	97.1	-2.8	13.3	5.0	2.1	-0.8	-2.4	-0.7	0.3	-17.2	9.0
CC(C)Nc1nc2n(c(=O)n1)CCN2C(C)C	111.8	-0.4	2.3	3.2	1.1	0.6	3.4	2.2	3.8	-25.0	-12.0
COc1ccc(CN2CCNC(=O)C2CC(=O)NCCCn2cccn2)cc1C (centres undefined)	111.3	-1.9	6.2	-0.9	4.1	-10.0	2.8	-0.2	14.1	199.5	6.1
C[C@@]12CC(=O)NC1N(C(=O)c1ccccc1)C(c1ccccc1OC(=O)c1ccccc1)C2 (some centres undefined)	100.2	1.7	-9.8	1.2	-1.0	-16.1	1.9	-0.6	-8.1	-5.6	1.3
COc1ccc(Cl)cc1N1C(=O)CN(Cc2cc(OC)c(OC)c(OC)c2)C1=S	99.3	6.3	-29.7	1.9	0.5	-28.3	3.9	-2.5	-1.5	-10.1	-14.9
COc1ccc(C(CNC(=O)C2CC2)N(C)C)cc1 (centres undefined)	110.3	-0.9	3.6	0.7	0.7	-10.2	-4.9	1.0	-5.1	-5.6	12.5
COc1cc2c(cc1OC)C(C)N(C(C)=O)CC2 (centres undefined)	89.3	0.4	-2.1	0.1	0.9	0.9	3.9	1.7	-7.0	7.0	2.6
CCSc1nc(O)cc(=O)[nH]1	113.6	0.5	-2.5	0.8	2.1	10.0	1.9	2.9	-4.9	2.1	-6.8
O=C(O)c1ccc(N(c2ccccc2)c2ccccc2)cc1	102.2	-2.7	11.3	1.8	-0.1	-82.8	0.6	1.8	-2.0	-14.1	-19.7
COc1cc(=O)[nH]c(SC(C)C(=O)Nc2ccc3ccccc3c2)n1 (centres undefined)	96.5	-1.5	9.3	2.4	-0.3	-8.9	-6.2	-3.0	-1.3	-31.5	-9.0
Cc1cc(NC(=O)COc2nnc(-c3ccccc3)c3ccccc23)no1	97.3	0.4	-2.5	-2.8	2.0	-24.7	2.0	1.4	5.6	2.4	13.6
Cc1cc(Cl)c(S(=O)(=O)N2CCCC2)cc1OCC(N)=O	92.3	-1.4	7.6	2.4	1.9	-3.1	1.8	3.5	16.7	.	-6.3
CCn1c(O)c(N=NC(=O)CNC(=O)/C=C/c2ccco2)c2ccccc21	121.4	-0.9	5.6	2.2	-2.7	-13.8	0.1	0.5	-2.8	-1.9	-11.8
COc1ccc(NC(=O)CN(C)C(=O)c2cc(-c3ccc(Cl)cc3)nc3ccccc23)cc1	97.7	6.7	-44.3	-0.7	-0.8	12.2	-0.5	5.8	-9.4	12.7	-6.5
Cc1nn(Cc2ccccc2)c(C)c1C(=O)NCCN1C(=O)S/C(=C\c2ccc(F)cc2)C1=O	110.2	-2.2	12.1	-0.8	-2.5	-12.1	1.5	3.9	-5.5	-3.0	0.1
O=S(=O)(NCCc1ccc(Cl)cc1)c1cccc2cccnc12	.	-1.6	7.1	2.1	0.8	-0.9	-4.0	-0.6	-6.8	1.7	14.0
Nc1ncnc(Oc2cccc3cccnc23)c1[N+](=O)[O-]	103.0	0.1	-0.7	1.9	2.8	-9.9	-5.1	0.1	1.8	0.3	-1.2
C=CCN1c2ccccc2[C@]23C[C@@H](C(=O)OC)N(C(=O)c4ccc(Br)cc4)C2=NC(C(=O)OC)=C(C(=O)OC)[C@H]13	95.3	-1.9	10.7	1.9	0.2	2.3	3.6	1.9	5.1	46.8	-9.1
CCOC(=O)COc1ccc(Br)cc1C1NC(=O)NC(C)=C1C(=O)NCc1ccccc1 (centres undefined)	103.7	0.9	-5.0	2.9	-2.2	-15.7	2.3	3.6	-7.6	12.9	18.7
Cc1cccc(S(=O)(=O)Nc2nc3ccccc3nc2Nc2cccc(C(=O)O)c2)c1	89.8	-2.9	14.8	1.2	0.4	2.9	-1.6	-3.2	0.2	-11.1	14.9
COc1ccc(N(CC(=O)NN=C2CCN(C)CC2)S(=O)(=O)c2ccc(NC(C)=O)cc2)cc1	.	-0.4	2.8	4.5	1.0	27.1	-0.4	1.7	0.1	18.3	1.1
CC(C)OC(=O)CN1CCN(S(=O)(=O)c2cc(Cl)ccc2Cl)CC1	.	-3.3	13.8	4.8	-0.7	-7.4	5.2	2.7	-0.1	15.8	-12.3
CCN1C(=O)[C@H]2[C@@H](c3ccc(Cl)cc3)N3C(=O)CN(CCOC)C(=O)[C@@]3(C)[C@H]2C1=O	95.6	-2.2	10.1	3.7	1.4	0.0	-2.0	1.0	3.1	491.2	6.4
Cc1cccc(/C=N/NC(=O)Cc2cccs2)c1	113.5	-1.0	5.3	1.7	2.8	-4.5	-2.1	1.5	-5.5	908.2*	-20.9
O=C(NCc1ccccc1)C(c1ccncc1)N(C(=O)c1csnn1)c1cccc(F)c1 (centres undefined)	.	0.4	-2.5	-0.5	-0.3	30.1	-2.3	0.7	-5.8	-10.1	1.4
Nc1nc(N)nc(-c2ccccc2O)n1	111.1	-3.3	18.5	2.2	3.0	5.1	-2.8	1.0	-0.1	85.5	7.8
Cc1ccc(-n2nnnc2SCC(=O)NCC2CCCO2)cc1C (centres undefined)	105.8	-0.8	4.1	.	.	5.0	1.9	4.0	2.0	.	-4.7
N#CC(C(=O)NC1CCCCC1)=C1CCCCC1	101.8	-0.6	4.1	2.1	-1.6	9.7	1.9	3.2	-5.6	-7.0	-13.8
COc1cc(CN2CCCCCC2)cc(OC)c1OC	99.4	-0.1	0.3	3.4	0.0	12.1	4.1	1.9	2.8	7.0	-15.2
O=S(=O)(NCC(c1cccnc1)N1CCc2ccccc2C1)c1ccccc1 (centres undefined)	104.2	-2.5	12.7	3.2	-0.7	-3.6	1.2	3.6	-11.9	-3.8	28.5
COC(=O)c1ccc(CSc2nnc3n(Cc4ccccc4OC)c(=O)c4ccccc4n23)o1	143.0	-2.3	13.1	4.2	-1.5	10.8	2.8	-0.1	-6.3	101.5	-10.1
O=C(O)CCCN=CC1=C(O)CNC1=O	100.7	-0.4	2.3	3.9	-0.6	-4.2	-0.7	3.4	1.5	-5.8	2.1
Cc1ccc(COCCN2CCN(S(=O)(=O)c3ccccc3)CCC2=O)cc1	109.0	1.7	-10.2	3.1	-2.2	18.4	-0.2	3.3	-8.8	-0.2	-11.3
COc1ccc(C2CC(c3ccccc3)=NN2C(=O)COC(=O)C2CC2)cc1 (centres undefined)	101.0	-0.9	5.2	-0.2	-0.6	-35.7	4.1	3.4	-6.6	.	-14.1

Entries of single compounds, quoted from the list. Order of values: DSG3 Ab inh	MOR-DOR ag	MOR-DOR inv ag	AddAB inh	Ecoli viability	PfHsp90 set2	HTR5A ag	phage Ecoli inh	PKA-R1A activ	Mot1-301 SUMO	HTR5A inv ag
Nc1nc(N)nc(-c2ccccc2O)n1 is listed as 111.1	-3.3	18.5	2.2	3.0	5.1	-2.8	1.0	-0.1	85.5	7.8
O=S(=O)(NCC(c1cccnc1)N1CCc2ccccc2C1)c1ccccc1 (centres undefined) is listed as 104.2	-2.5	12.7	3.2	-0.7	-3.6	1.2	3.6	-11.9	-3.8	28.5
COc1ccc(C2CC(c3ccccc3)=NN2C(=O)COC(=O)C2CC2)cc1 (centres undefined) is listed as 101.0	-0.9	5.2	-0.2	-0.6	-35.7	4.1	3.4	-6.6	.	-14.1

Compound activity deposited in PubChem BioAssay by several laboratories.
